Assay outcomes: PubChem BioAssay, The Scripps Research Institute Molecular Screening Center
TAAR1 ag = agonists of human TAAR1. Q96RJ0. CHO RD-HGA16 TAAR1, Fluo-8 calcium fluorescence; vehicle wells 0%, saturating PEA agonist 100%. activation, % at 3 µM. hit rate 0.99% among 360,000;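 active = activation above the mean activation of all test compounds in the run plus 3 SD, cut at about 38% in these data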
Target sequence (Q96RJ0 whole entry, looked up): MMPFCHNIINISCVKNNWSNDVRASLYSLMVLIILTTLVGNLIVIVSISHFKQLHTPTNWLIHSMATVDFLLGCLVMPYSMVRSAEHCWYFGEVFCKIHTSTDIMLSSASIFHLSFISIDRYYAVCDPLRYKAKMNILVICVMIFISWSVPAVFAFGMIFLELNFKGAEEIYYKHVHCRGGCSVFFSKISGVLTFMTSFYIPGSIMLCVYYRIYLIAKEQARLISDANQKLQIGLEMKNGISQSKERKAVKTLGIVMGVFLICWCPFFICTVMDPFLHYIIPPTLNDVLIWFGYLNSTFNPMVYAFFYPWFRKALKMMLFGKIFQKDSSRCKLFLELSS
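Assay system – CHO-derived RD-HGA16 cells with stable Gα16 and human TAAR1 · Compound dosing – one-point dosing at 3 µM (nominal) · Incubation – 17-24 h seeding, 75 min 37 °C dye, 30 min RT · Measured by – kinetic Fluo-8 calcium fluorescence · Control set – DMSO vehicle as 0%, PEA at EC100 as 100% · Repeats – single well for each compound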
CHO-K1 Ca ag = nonselective activator or artifact in parental CHO-K1 cells; Fluo-8 calcium fluorescence; scaled to maximal ATP response, vehicle zero; AID 602248; activation, % at 3 µM; hit rate 0.48% among 360,000; in the data active = activation above about 15%;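 also: untransfected CHO-K1 host cells lacking M1 receptor as counterscreen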
CHO parental Ca = counter-screen: ATP calcium response change in parental CHO cells | hit rate 0.63% among 330,000 | inhibition, % at 5.6 µM | parental CHO-K1, ATP-induced calcium, Fluo-8 fluorescence | AID 463079;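 active = inhibition above that plate's mean sample inhibition plus 3 SD, cut at about 26% in these data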;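 also: 0% = ATP-challenged DMSO wells and 100% = DMSO wells without ATP; some compounds past the cut are filed as inactive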
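Material – parental CHO cells · Reagent – ATP stimulus · Compound – single nominal dose of 5.6 µM per compound · Detection – Fluo-8 fluorescence · Read-out basis – percent inhibition of calcium signal · Controls – ATP-challenged DMSO wells low, unchallenged DMSO wells high · Repeats – no replicates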
OXTR potentiator = potentiators of human oxytocin receptor; P30559; CHO-OTR cells, Fluo-8 calcium fluorescence, potentiator mode; 0% = oxytocin EC15, 100% = EC100; activation, % at 3 µM; hit rate 0.061% among 320,000; AID 2445;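 active = activation above that plate's cutoff, the mean activation of tested compounds plus 3 SD, cut at about 6.6% in these data, passing the limit was not always enough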;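 also: 100% uses oxytocin at 75 nM as the full agonist control; some results filed as inactive read as strong as hits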
Target sequence (P30559 whole entry, looked up): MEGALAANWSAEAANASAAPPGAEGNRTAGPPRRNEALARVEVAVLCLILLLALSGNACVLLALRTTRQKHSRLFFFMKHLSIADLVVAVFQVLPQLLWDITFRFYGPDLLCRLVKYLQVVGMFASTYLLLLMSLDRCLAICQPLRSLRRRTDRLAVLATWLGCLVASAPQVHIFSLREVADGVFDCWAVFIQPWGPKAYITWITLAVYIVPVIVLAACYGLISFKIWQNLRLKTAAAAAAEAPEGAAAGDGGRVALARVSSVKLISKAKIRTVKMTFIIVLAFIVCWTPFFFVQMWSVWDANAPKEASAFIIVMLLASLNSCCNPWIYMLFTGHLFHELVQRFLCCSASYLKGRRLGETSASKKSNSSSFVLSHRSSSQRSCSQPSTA
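Dosing: Single dose, 3.0 µM nominal final compound concentration | Material: Human OTR in CHO cells | Technique: Kinetic Fluo-8 calcium fluorescence | Benchmarks: EC15 oxytocin alone as 0%, 75 nM oxytocin as 100% | Probe or stimulus: Oxytocin at about EC15, sub-maximal agonist stimulus | Incubation: Compound 6 min at room temperature before oxytocin, 100 s read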
TAAR1 antagonist = antagonists of human TAAR1; hit rate 1.5% among 360,000; CHO RD-HGA16 TAAR1, Fluo-8 calcium fluorescence, antagonist; inhibition, % at 3 µM; AID 624466;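 active = inhibition above a per-plate cutoff, the mean inhibition of test compounds on that plate plus 3 SD, cut at about 49% in these data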;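 also: 0% = DMSO plus EC80 beta-PEA response and 100% = DMSO alone without agonist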
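Test system: hTAAR1-expressing CHO RD-HGA16 cells, Gα16-coupled; Probe or stimulus: EC80 β-phenethylamine stimulus; Compound dosing: single nominal final test compound concentration of 3 µM; Timing: 140 s kinetic read after compound, 140 s after agonist; Signal: Fluo-8 calcium-sensitive fluorescence; Measure: % inhibition of agonist calcium response; Controls: DMSO and EC80 PEA controls.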
CHO-K1 Ca PAM = counter-screen for M1 PAMs: effect in parental CHO-K1 cells | ATP EC20, Fluo-8 calcium fluorescence; 0% at ATP EC20, 100% at ATP max | activation, % at 3 µM | hit rate 0.02% among 360,000;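 active = activation above the run cutoff, the mean activation of all test compounds plus 3 SD, cut at about 40% in these data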;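 also: peak over basal fluorescence ratio in a 140 s read after ATP addition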
CHO-K1 Ca antag = nonselective inhibitor or artifact in parental CHO-K1 cells | ATP-induced calcium, Fluo-8 fluorescence | inhibition, % at 3 µM | hit rate 0.6% among 360,000 | AID 602250;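 active = inhibition above a per-plate cutoff, the plate's mean sample inhibition plus 3 SD, cut at about 24% in these data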;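 also: 0% = DMSO plus EC80 ATP and 100% = DMSO alone without ATP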
V1aR counter = V1a receptor agonism, counter-screen for OXTR agonists | P37288 | CHO-V1R cells, Fluo-8 calcium fluorescence, agonist mode; 0% DMSO, 100% 3 nM vasopressin | activation, % at 3 µM | hit rate 0.25% among 320,000 | AID 2797;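 active = activation above the mean activation of all tested compounds plus 3 SD, per screening run, cut at about 20% in these data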;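 also: signal is peak over basal fluorescence ratio across a 100 second FLIPR read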
M1 ag = human M1 muscarinic receptor agonism; P11229; CHO-K1 hM1, Fluo-8 calcium fluorescence, agonist mode; 0% DMSO, 100% acetylcholine EC100; activation, % at 3 µM; hit rate 0.33% among 360,000;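 active = activation above the run's mean compound activation plus 3 SD, cut at about 16% in these data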;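 also: peak over basal fluorescence ratio within a 140 s kinetic read after compound addition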
Numbers without * were called inactive; . = no result given. Not a hit list (roughly 3.3% active in at least one column).

entry	mol	TAAR1 ag	CHO-K1 Ca ag	CHO parental Ca	OXTR potentiator	TAAR1 antagonist	CHO-K1 Ca PAM	CHO-K1 Ca antag	V1aR counter	M1 ag
1	Cc1ccc(S(=O)(=O)N(C)C)cc1NC(=O)c1ccccc1Br	4	1.1	-14	-21	-13	1	5	0.7	-5
2	Cc1ccc(C(=O)NCCSc2ccccc2)cc1S(=O)(=O)Nc1ccccc1	10	6.1	-15	-9	37	-14	-26	1.9	-1
3	COc1ccc(NC(=O)Nc2nccs2)cc1	21	0.4	-7	-1	12	-10	10	0.5	2
4	O=Cc1c(N2CCSCC2)nc2ccccn2c1=O	1	1.7	-10	-4	-11	13	-12	-0.3	-3
5	CN(C(=O)CSC1=NC2C(N=N1)c1cc(Br)ccc1N2C)C1CCCCC1 (configuration not stated)	12	0.9	8	1	11	20	-13	-0.1	-4
6	COc1ccc(O)c(C(=O)c2cnn(S(=O)(=O)c3ccc(C)cc3)c2)c1	9	1.1	-16	-12	38	16	-12	5.0	0
7	O=C(Nc1ccccc1)c1nc[nH]c1C(=O)NCCCNC(=O)c1[nH]cnc1C(=O)Nc1ccccc1	19	0.2	-11	-3	54*	-15	8	1.0	-1
8	C/C(=N\NC(N)=O)c1ccccc1	0	0.2	10	1	8	9	-10	-0.5	-4
9	Cc1nn(CCc2nn[nH]n2)c2nc(C(F)(F)F)cc(C(F)(F)F)c12	7	0.6	-3	0	-4	14	-13	2.1	-1
10	CCCCn1nc(NC(=O)COC)c2cc3ccc(C)cc3nc21	.	-1.6	-5	-3	.	-10	6	-0.6	7
11	CCCCCN(C(=O)CCC(=O)OCc1cccc(Cl)c1)c1c(N)n(CCCC)c(=O)[nH]c1=O	1	0.0	-25	-9	-24	-4	-2	0.8	-1
12	CC1(C)OC(=O)C2=C(C[C@@H](CCc3ccccc3)O[C@H]2C2CCCC2)O1	2	0.9	.	.	-3	14	-18	.	.
13	CNC(=O)/C(C#N)=C/c1ccc(OCCOc2ccccc2)cc1	4	2.2	.	.	-7	4	-7	.	-4
14	COc1cccc(CNC(=O)CCS(=O)(=O)c2ccc3c(c2)NC(=O)C(C)S3)c1 (configuration not stated)	1	1.3	1	-5	-22	-21	1	2.6	4
15	COc1ccc(OC)c2[nH]c(=O)c(CCNC(=O)C(C)(C)C)cc12	3	-0.3	-9	0	-17	9	-8	-0.1	1
16	CCN1CCN(c2ccc(S(=O)(=O)N3CCOCC3)cc2NC(=O)/C=C/c2ccc([N+](=O)[O-])cc2)CC1	-1	0.3	-4	-5	1	-6	-7	0.5	-6
17	C=CCSc1ncccc1C(=O)NCCc1ccccc1	17	-0.4	-9	-3	-14	6	-3	-1.0	-1
18	COc1ccccc1N(C)S(=O)(=O)c1ccc(C(=O)Nc2ccc(C(N)=O)cc2)cc1	9	1.8	-13	-9	54*	8	-10	1.4	-2
19	O=C(CSc1n[nH]c(-c2cccs2)n1)N1CCN(S(=O)(=O)c2ccc3ccccc3c2)CC1	18	2.1	-19	-21	34	12	-8	5.6	-4
20	NS(=O)(=O)c1cc2c(cc1Cl)NC(C1C[C@H]3C=C[C@@H]1C3)NS2(=O)=O (some centres not stated)	0	0.5	-6	-3	9	16	-4	0.5	-4
21	CCCCc1c(-c2ccccc2OC)ncn1CCc1ccccc1OC	48*	13	.	.	28	-4	9	.	.
22	COC(=O)C[C@H](NC(=O)Cn1cnc2c(SC)nc(N)nc21)C(=O)OC	2	0.3	-3	2	0	22	-11	1.5	8
23	O=C(Nc1nnc(-c2ccccc2Cl)o1)c1nc2ccccc2s1	134*	48*	20	-10	74*	0	0	58*	74*
24	COc1ccc([C@H]2C[C@H](O)[C@@H](n3cc(C4CC4)nn3)CN2Cc2cccs2)cc1	8	0.2	.	.	-14	7	-12	.	0
25	Cc1cc2c(cn1)C(CCC#N)(CCC#N)c1ccccc1-2	0	1.1	-4	7	8	0	-2	1.0	-2

Some of these compounds in order of number of heavy atoms, rising:
entry	mol	TAAR1 ag	CHO-K1 Ca ag	CHO parental Ca	OXTR potentiator	TAAR1 antagonist	CHO-K1 Ca PAM	CHO-K1 Ca antag	V1aR counter	M1 ag
8	C/C(=N\NC(N)=O)c1ccccc1	0	0.2	10	1	8	9	-10	-0.5	-4
4	O=Cc1c(N2CCSCC2)nc2ccccn2c1=O	1	1.7	-10	-4	-11	13	-12	-0.3	-3
17	C=CCSc1ncccc1C(=O)NCCc1ccccc1	17	-0.4	-9	-3	-14	6	-3	-1.0	-1
25	Cc1cc2c(cn1)C(CCC#N)(CCC#N)c1ccccc1-2	0	1.1	-4	7	8	0	-2	1.0	-2
15	COc1ccc(OC)c2[nH]c(=O)c(CCNC(=O)C(C)(C)C)cc12	3	-0.3	-9	0	-17	9	-8	-0.1	1
9	Cc1nn(CCc2nn[nH]n2)c2nc(C(F)(F)F)cc(C(F)(F)F)c12	7	0.6	-3	0	-4	14	-13	2.1	-1
22	COC(=O)C[C@H](NC(=O)Cn1cnc2c(SC)nc(N)nc21)C(=O)OC	2	0.3	-3	2	0	22	-11	1.5	8
5	CN(C(=O)CSC1=NC2C(N=N1)c1cc(Br)ccc1N2C)C1CCCCC1 (configuration not stated)	12	0.9	8	1	11	20	-13	-0.1	-4
24	COc1ccc([C@H]2C[C@H](O)[C@@H](n3cc(C4CC4)nn3)CN2Cc2cccs2)cc1	8	0.2	.	.	-14	7	-12	.	0
11	CCCCCN(C(=O)CCC(=O)OCc1cccc(Cl)c1)c1c(N)n(CCCC)c(=O)[nH]c1=O	1	0.0	-25	-9	-24	-4	-2	0.8	-1
16	CCN1CCN(c2ccc(S(=O)(=O)N3CCOCC3)cc2NC(=O)/C=C/c2ccc([N+](=O)[O-])cc2)CC1	-1	0.3	-4	-5	1	-6	-7	0.5	-6

Further structures.
entry	mol	TAAR1 ag	CHO-K1 Ca ag	CHO parental Ca	OXTR potentiator	TAAR1 antagonist	CHO-K1 Ca PAM	CHO-K1 Ca antag	V1aR counter	M1 ag
26	CCOc1ccc(NC(=O)CSc2n[nH]c(N)n2)c([N+](=O)[O-])c1	4	1.1	-8	-3	-3	1	5	1.4	0
27	CCCOC1CCCN(C(=O)c2cc(COc3ccc(F)c(F)c3)on2)C1 (configuration not stated)	5	3.7	-7	-10	20	19	7	6.4	4
28	O=C(NOCc1cscn1)Nc1ccccc1	2	-0.1	.	.	-11	-10	-1	.	1
29	O=C(/C=C/c1ccc2ccccc2n1)N1CCN(S(=O)(=O)c2ccc(F)cc2)CC1	0	1.7	-13	1	-4	-17	-10	0.3	-5
30	Cc1ccc(SCC(=O)Nc2cccc(C)c2)cc1	-2	0.3	-14	-5	13	-3	-2	-1.4	0
31	COc1cccc(CNc2ccc([N+](=O)[O-])cc2C)c1	0	3.8	2	-17	3	12	-14	-0.1	-6
32	O=C(CN1CCC(C(=O)c2ccc3c(c2)OCCO3)CC1)NCc1ccccc1	1	2.0	-19	-2	-19	7	-7	3.5	-9
33	COc1ccccc1C(=O)OCc1ccc2sc(C)nc2c1	1	3.3	-24	-14	-5	22	-16	0.2	-1
34	CC(=O)c1ccc2c(c1)OCCOCCOCCO2	5	0.8	-22	0	-27	12	-10	0.4	-4
35	CCOc1ccc(S(=O)(=O)N2CCCCC2)cc1NC(=O)C1COc2ccccc2O1 (configuration not stated)	4	2.1	5	-9	44	10	-16	1.2	-4
36	COc1ccc(C(O)c2ncc(-c3cccc(C(F)(F)F)c3)[nH]2)cc1 (configuration not stated)	20	1.0	.	.	-11	12	-16	.	0
37	Cn1c(Cn2nnc3ccccc32)nnc1SCC(=O)N1c2ccccc2Sc2ccccc21	4	0.8	-13	-11	0	26	-10	3.1	-9
38	Cc1cc(C(=O)N/N=C/c2ccc([N+](=O)[O-])cc2)c(C)o1	1	0.1	-21	-3	20	8	11	1.7	-7
39	COc1ccc(CCNC(=O)C(C)Sc2ccccc2)cc1OC (configuration not stated)	9	0.3	-8	-8	7	15	-3	-0.6	-1
40	Cc1cccc(NC(=O)c2cnn(-c3ccccc3)c2C)c1C	2	1.2	-15	-12	1	11	-2	0.5	-1
41	CC1CCCC(=C\c2ccccc2)/C1=N/O (configuration not stated)	-2	0.3	-10	0	-18	11	-5	-2.1	-7
42	CCC1c2ccccc2C(=O)C1C(N)=O (configuration not stated)	2	1.3	.	.	-21	-14	1	.	2
43	COCCN(C(=O)c1ccc(C)o1)c1c(N)n(CC(C)C)c(=O)[nH]c1=O	-1	-0.5	-5	-1	8	-5	-7	0.3	-1
44	COC(=O)C1=C(O)C(C(=O)OC)C(c2ccc(C)cc2)C(C#N)(C#N)C1c1ccc(C)cc1 (configuration not stated)	11	0.3	-5	4	4	15	-7	0.2	-4
